Assay outcomes: PubChem BioAssay, several laboratories
Scp1 inh – blocks human Scp-1 phosphatase activity. Q9GZU7. inhibition, % at 20 µM. actives 0.88% (n = 340,000). Recombinant Scp1, phosphopeptide, malachite green phosphate absorbance;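 active = inhibition above about 50% at 20 µM, limit read from the data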;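 also: plate controls were DMSO wells with enzyme for no effect and wells lacking enzyme for full effect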
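Assay system: SCP-1 catalytic fragment, aa 76-261 | Buffer or medium: Tris acetate buffer pH 5.5 with MgCl2 and Tween-20 | Compound: One concentration, 20 µM, with 1.0% DMSO | Also added: Phospho 17-mer peptide substrate | Signal: Absorbance at 630 nm | Incubation: 45 min enzyme reaction at room temperature | Measure: % inhibition of SCP-1 phosphate liberation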
STEP inh – blocks human striatal-enriched tyrosine phosphatase. P54829. recombinant STEP, OMFP fluorogenic substrate, fluorescence. inhibition, % at 20 µM. actives 0.25% (n = 360,000);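 active = inhibition at 20 µM, scaled per plate between control wells, above about 37%, limit read from the data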;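 also: 0% = DMSO with enzyme and substrate and 100% = substrate only without enzyme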
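Material: STEP (striatal-enriched tyrosine phosphatase) enzyme, cell-free; Compound dosing: 20 µM single dose in 1% DMSO; Technique: fluorescence read at 480 nm ex / 540 nm em; Times: reaction 20 min, ambient temperature; Medium: 50 mM Bis-Tris pH 6.0 with 2.5 mM DTT and 0.005% Tween 20; Also added: OMFP at 25 µM.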
NRP1-CendR mod – modulators of CendR peptide binding to human neuropilin-1; O14786; FAM-RPARPAR peptide binding to NRP-1, fluorescence polarization; inhibition, % at 25 µM; actives 0.85% (n = 360,000);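 active = inhibition or corrected inhibition above about 18%, plus a signal ratio from 0.5 to 1.5, limit read from the data, passing the limit was not always enough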; also: strong numbers were not always called active
SUMO1-SIM PPI – SUMO1-SIM interaction modulation | inhibition, % at 20 µM | actives 0.33% (n = 360,000) | P63165 | AID 602429 | SUMO1 binding to a labelled peptide, TR-FRET, 1 h; in the data active = inhibition above about 37%
DNMT1 block – DNMT1 (human) enzyme inhibition. P26358. DNMT1 molecular beacon, Hinp1I cleavage, fluorescence. inhibition (reported as % activation of signal), % at 10 µM. actives 0.83% (n = 360,000). AID 588458; in the data active = inhibition above about 50%
Target sequence (P26358 504-1616 limits assumed): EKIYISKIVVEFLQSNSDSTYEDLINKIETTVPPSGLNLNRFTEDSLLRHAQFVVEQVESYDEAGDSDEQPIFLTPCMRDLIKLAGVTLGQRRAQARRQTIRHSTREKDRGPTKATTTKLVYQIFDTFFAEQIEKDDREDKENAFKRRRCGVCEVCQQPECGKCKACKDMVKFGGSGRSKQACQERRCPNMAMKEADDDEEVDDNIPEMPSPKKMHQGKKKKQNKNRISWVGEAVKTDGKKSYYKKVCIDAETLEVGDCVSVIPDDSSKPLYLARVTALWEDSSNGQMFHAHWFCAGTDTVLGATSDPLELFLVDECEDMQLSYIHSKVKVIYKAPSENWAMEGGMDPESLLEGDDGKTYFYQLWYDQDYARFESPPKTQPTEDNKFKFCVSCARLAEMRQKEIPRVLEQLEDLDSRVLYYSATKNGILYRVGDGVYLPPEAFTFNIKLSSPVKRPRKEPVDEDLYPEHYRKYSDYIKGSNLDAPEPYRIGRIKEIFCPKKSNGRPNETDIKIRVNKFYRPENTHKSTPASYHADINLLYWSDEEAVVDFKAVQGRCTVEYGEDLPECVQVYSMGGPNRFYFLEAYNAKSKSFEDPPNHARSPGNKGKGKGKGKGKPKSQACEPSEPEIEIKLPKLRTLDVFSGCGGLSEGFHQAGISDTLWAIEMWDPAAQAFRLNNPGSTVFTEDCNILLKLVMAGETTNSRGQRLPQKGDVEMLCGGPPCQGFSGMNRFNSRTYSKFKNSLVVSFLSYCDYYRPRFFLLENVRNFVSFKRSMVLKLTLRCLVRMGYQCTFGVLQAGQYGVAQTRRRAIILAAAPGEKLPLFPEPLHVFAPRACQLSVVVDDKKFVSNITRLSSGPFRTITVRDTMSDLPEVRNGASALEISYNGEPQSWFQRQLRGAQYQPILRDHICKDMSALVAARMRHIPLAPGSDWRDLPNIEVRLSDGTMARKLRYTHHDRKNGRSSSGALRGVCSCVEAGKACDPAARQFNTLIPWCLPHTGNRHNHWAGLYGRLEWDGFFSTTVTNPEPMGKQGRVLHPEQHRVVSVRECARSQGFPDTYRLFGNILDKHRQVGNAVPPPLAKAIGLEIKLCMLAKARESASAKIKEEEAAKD
eLon inh – E. coli protease La inhibition | purified E. coli Lon protease, fluorescence polarization | actives 0.42% (n = 360,000) | P0A9M0 | inhibition, % at 7.94 µM; in the data active = inhibition above about 13%, passing the limit was not always enough;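 also: 0% = enzyme with probe and DMSO and 100% = no enzyme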
MsrA act – activates bovine MsrA enzyme; purified bovine MsrA, absorbance read-out; activation, % at 10.6 µM; actives 0.3% (n = 360,000); in the data active = activation above about 7.5%;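 also: 0% = vehicle and 100% = reference activator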
TbMetRS inhib – Trypanosoma brucei MetRS inhibition | purified T. brucei MetRS, ATP depletion, Kinase-Glo luminescence | inhibition, % at 11.9 µM | actives 0.4% (n = 360,000);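 active = inhibition above a per-plate cutoff of the control wells' mean inhibition plus 3 SD, cut at about 5.5% in these data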;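 also: 0% = DMSO wells median and 100% = median of wells with control inhibitor compound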
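Material – parasite MetRS enzyme · Medium – HEPES-MgCl2-KCl buffer plus DTT, spermine, BSA, pyrophosphatase · Reagent – ATP, methionine and E. coli bulk tRNA substrates · Times – 15 min enzyme-compound preincubation, 2 h reaction, 10 min detection, 25 °C · Measured by – luminescence of leftover ATP · Evaluation – percent inhibition relative to median high and low control wells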
LMPTP block – blocks human LMPTP phosphatase; recombinant LMPTP-A, OMFP fluorogenic substrate, fluorescence intensity; P24666; actives 0.22% (n = 360,000); inhibition, % at 20 µM; AID 651560;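 active = compounds that cut the enzyme signal by at least half of the control window in the single-dose screen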;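 also: plate controls were DMSO wells with enzyme plus substrate for no effect and substrate without enzyme for full effect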
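Assay system: LMPTP-A, protein tyrosine phosphatase of low molecular weight / Medium: pH 6.0 Bis-Tris buffer with DTT and Triton X-100 / Schedule: 50 min enzyme reaction at room temperature, protected from light / Measured by: endpoint fluorescence intensity from OMFP dephosphorylation / Read-out basis: % inhibition relative to no-enzyme and uninhibited control wells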
MsrA inhibitor – inhibitors of bovine MsrA. inhibition, % at 15.5 µM. purified bovine MsrA, absorbance read-out. actives 0.75% (n = 360,000); in the data active = inhibition above about 4.5%;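 also: 0% = vehicle wells with enzyme and 100% = reference inhibitor wells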
An asterisk follows results filed as active; x = no result given; & = joins results of further samples. Hits appear at their usual frequency; about 4.3% have a hit in one of these screens.

nr | Scp1 inh | STEP inh | NRP1-CendR mod | SUMO1-SIM PPI | smiles | DNMT1 block | eLon inh | MsrA act | TbMetRS inhib | LMPTP block | MsrA inhibitor
1 | 4.0 | 1.0 | 4.7 | -30.7 | O=C(N/N=C/C=C/c1ccc2c(c1)OCO2)C(O)c1ccccc1 (stereo not drawn) | -0.7 | -6.1 | -7.4 | 0.8 | -0.6 | 6.7*
2 | -9.0 | -0.3 | -9.1 | 2.1 | C/C(=N\NC(=O)Cc1csc(N2CCOCC2)n1)c1ccccc1 | -4.0 | 3.0 | -2.7 | 0.1 | -1.0 | 1.8
3 | -4.3 | -3.3 | -2.9 | 9.0 | CC(NC(=O)CCNS(=O)(=O)c1ccc2c(c1)c(=O)n(C)c(=O)n2C)c1ccccc1 (stereo not drawn) | 1.9 | -6.0 | -0.1 | -0.7 | -0.9 | -0.4
4 | -9.2 | -1.5 | 0.8 | -2.1 | COc1ccc(OC)c(-n2nnnc2SCC(=O)Nc2cc(C)ccc2OC)c1 | -2.3 | -0.4 | -5.8 | -1.6 | 0.3 | -1.0
5 | -5.0 | -1.2 | -0.6 | 5.0 | Cc1ccc(-c2csc3nc[nH]c(=O)c23)cc1C | -1.1 | -2.6 | -2.6 | -0.5 | 0.4 | -0.2
6 | x | x | -4.8 | -6.5 | FC(F)(F)c1cc(Cl)c2nc(-c3ccccc3)c(Cc3ccsc3)n2c1 | x | -5.7 | -11.4 | -1.5 | 1.0 | -0.1
7 | -9.5 | 3.0 | -3.8 | 12.8 | O=C1COc2ccc(C(=O)COc3ccc(Cl)cc3Br)cc2N1 | -6.6 | 7.3 | -2.6 | 0.2 | 0.7 | 0.6
8 | -4.6 | -0.2 | 4.8 | 3.1 | Cc1ccc(N(C(=O)CS(=O)CC(=O)Nc2ccc(F)cc2)C(C(=O)NC2CCCCC2)c2ccco2)cc1 (stereo not drawn) | 10.6 | -6.3 | -2.4 | -0.5 | -1.9 | 1.0
9 | -7.6 | -3.5 | 17.5 | 0.5 | Cc1ccc(CNC(=O)CN(Cc2ccccc2)S(C)(=O)=O)cc1 | 0.8 | 1.4 | -2.0 | -0.9 | 0.2 | 1.8
10 | -4.7 | -0.3 | 2.0 | 1.5 | Cn1c(SCC(=O)Nc2ccccc2Cl)nnc1C1CC1 | 1.0 | -9.3 | -4.0 | -0.6 | -4.8 | -0.3
11 | x | x | -10.1 | 4.5 | COc1ccccc1Cc1c(-c2ccc(F)cc2)nc2cc(C)c(Br)c(C)n12 | x | -2.4 | -2.3 | -0.7 | 2.2 | 1.6
12 | 10.3 | 1.9 | -2.0 | 1.1 | CS(=O)(=O)c1ccc2nc(NC(=O)c3ccc(Cl)nc3)sc2c1 | 0.3 | -8.4 | -10.4 | -0.7 | 3.2 | 4.8*
13 | -6.2 | 1.6 | -3.0 | -0.2 | COc1ccc(C2SCCN2S(=O)(=O)c2ccccc2)cc1 (stereo not drawn) | 0.0 | -6.2 | -0.1 | -0.1 | -0.5 | 0.5
14 | -6.9 | -1.4 | 5.0 | -2.4 | COCCN1CN=C(Nc2nc3ccccc3o2)NC1 | 2.5 | 2.4 | 1.2 | 0.1 | -0.5 | 0.9
15 | -0.2 | 2.2 | 1.2 | 0.3 | Cc1c(-n2c(=S)[nH]c3ccccc3c2=O)c(=O)n(-c2ccccc2)n1C | 6.1 | -5.0 | -12.6 | -1.2 | -1.0 | 0.2
16 | -4.1 | -0.7 | 5.6 | 0.9 | CC(C)CN(CC(C)C)C(=O)Nc1ccc(F)cc1F | 3.0 | 8.2 | -3.1 | -0.6 | -1.0 | -0.3
17 | -5.2 | 2.6 | -12.4 | -1.1 | Cc1ccc(C(c2nnnn2CS(=O)(=O)c2ccc(C)cc2)N2CCC(C(N)=O)CC2)cc1 (stereo not drawn) | -1.7 | 0.4 | -1.9 | -0.4 | -1.0 | -1.1
18 | -5.0 | 2.7 | -7.1 | -0.1 | CCCCCCC(=O)Oc1ccc(N2C(=O)CCC2=O)cc1 | -1.2 | -2.2 | -2.1 | -0.1 | -1.0 | -0.8
19 | -2.2 | -1.5 | 6.4 | -3.1 | CN(Cc1cc2ccccc2[nH]c1=O)C(=O)C1CCCCC1 | -1.3 | -0.2 | -10.9 | -1.5 | 8.2 | 0.7
20 | -2.4 | -2.2 | -4.5 | 3.4 | Cn1c(=O)c(=O)n(C)c2cc(S(=O)(=O)N3CCCCCC3)ccc21 | 12.1 | -0.5 | -1.3 | -0.1 | -1.5 | 1.5

nr | Scp1 inh | STEP inh | NRP1-CendR mod | SUMO1-SIM PPI | smiles | DNMT1 block | eLon inh | MsrA act | TbMetRS inhib | LMPTP block | MsrA inhibitor
21 | -12.1 | 1.8 | -13.9 | 3.3 | COc1cc(/C=C/C(=O)c2ccc3c(c2)OCO3)cc(OC)c1OC | -3.4 | 4.6 | -2.5 | -0.1 | 1.4 | x
22 | 7.5&-2.1 | 2.7&-5.7 | -3.1&0.1 | -2.4&-3.4 | OCCN1CCN(CC(O)COc2ccc3ccccc3c2)CC1 (stereo not drawn) | 2.9&3.4 | -1.0&2.2 | 2.4&-9.5 | 0.2&-1.3 | -2.5&-1.6 | 0.5&0.4
23 | -5.9 | 0.8 | 2.5 | 0.1 | O=C(NCc1nc2ccccc2[nH]1)C1=C[C@@H](c2ccc(Br)cc2)C[C@@H](OCCCCO)O1 | -6.8 | -12.0 | -3.2 | 84.8* | -1.0 | -0.5
24 | -3.3 | 2.2 | 2.2 | 1.1 | CC1(/[N+]([O-])=C\c2ccccc2F)CCCCC1=O (stereo not drawn) | 2.1 | 4.2 | -1.2 | 0.3 | -1.2 | 1.3
25 | x | 2.4 | 2.2 | -40.3 | NC(Cc1ccccc1)c1csc(Nc2nncc3ccccc23)n1 (stereo not drawn) | -4.4 | -20.4 | -2.8 | -0.3 | -0.8 | 0.1
26 | -0.5 | -1.2 | 14.9 | 8.9 | CC1CCN(C(=O)c2[nH]cnc2C(=O)NCC(=O)OC(C)(C)C)CC1 | 7.4 | 12.1 | -3.3 | -0.2 | -1.5 | 0.2
27 | -11.9 | -1.5 | 4.3 | 14.4 | O=C(NCc1ccccc1)c1nnc(CS(=O)(=O)c2ccccc2)o1 | 1.4 | -8.0 | -1.8 | 1.6 | -1.0 | 1.3
28 | -10.1 | -3.5 | -13.1 | -0.8 | CNC(=O)Cn1c(=O)n(C)c2ccccc21 | -0.3 | -3.5 | -3.5 | -0.9 | -1.1 | 0.0
29 | -2.2 | 0.2 | -0.2 | 0.4 | Cc1c(C)n(CC(O)CN2CCCCC2)c2ccccc12 (stereo not drawn) | 2.3 | 4.0 | -4.6 | 0.1 | 0.4 | 0.2
30 | -17.8 | -2.0 | -18.7 | -0.2 | COc1ccc(OCCOC(=O)c2cccc(-n3cnnn3)c2)cc1 | -5.2 | 3.0 | -1.7 | -0.2 | -1.2 | 0.1
31 | -1.2 | 1.3 | -1.8 | -2.1 | CC(=O)N1CCN(S(=O)(=O)c2ccc(S(=O)(=O)NC3CC3)cc2)CC1 | 0.8 | 11.8 | -1.3 | 0.3 | 0.7 | 0.1
32 | -13.5 | 4.7 | 5.6 | -23.7 | CC1=NN(C(N)=S)C(=O)C1N=Nc1ccc(C)c(Br)c1 (stereo not drawn) | -12.1 | 4.9 | -0.7 | 5.5 | -0.2 | 0.6
33 | -13.9 | -1.6 | 2.6 | -0.7 | CC(C)(C)C(=O)/C=C(\N)c1ccncc1 | -2.0 | -4.8 | -4.6 | -0.2 | -1.2 | 4.0
34 | -3.5 | -2.2 | 6.8 | 0.6 | Cc1cc(Br)cc(Br)c1OCC(=O)NNC(=O)Nc1ccccc1 | -0.6 | -6.3 | -4.5 | 7.5* | -2.2 | -0.3
35 | 2.8 | -0.7 | -28.3 | -26.1 | O=C(c1ccccc1F)N1CCN(c2ccc([N+](=O)[O-])c3ncccc23)CC1 | -3.5 | 10.5 | -3.4 | 0.5 | 0.1 | 0.3
36 | -3.4 | 1.3 | -0.7 | 3.0 | CCc1nnc(NS(=O)(=O)c2ccc(NC(=O)c3cc(Cl)ccc3Cl)cc2)s1 | -1.8 | -4.7 | -4.5 | -1.1 | -1.6 | -0.7
37 | x | -2.0 | -1.0 | -3.4 | Fc1ccc(-c2nc3c(Cl)cc(C(F)(F)F)cn3c2Cc2cccc(F)c2)cc1 | 1.6 | 5.8 | -14.7 | -1.5 | 1.1 | -0.1
38 | 32.6 | 2.3 | -17.9 | 2.0 | Cc1cc(-c2ccccc2)nc2cc(C(=O)NCc3ccco3)nn12 | 13.8 | -6.4 | -6.7 | 2.5 | 3.1 | 0.6
39 | -4.6 | -1.4 | -2.5 | -4.8 | COCCN(C(=S)Nc1ccccc1OC)C1CCN(C(C)=O)CC1 | 1.1 | 14.6 | -3.2 | 0.3 | -1.4 | -0.9
40 | x | 0.7 | -6.5 | -3.8 | CC(C)(C)c1ccc(C(O)c2ncc(-c3cccc(F)c3)[nH]2)cc1 (stereo not drawn) | -7.3 | -3.0 | 5.3 | 0.1 | 1.5 | 1.1

nr | Scp1 inh | STEP inh | NRP1-CendR mod | SUMO1-SIM PPI | smiles | DNMT1 block | eLon inh | MsrA act | TbMetRS inhib | LMPTP block | MsrA inhibitor
41 | -6.0 | -2.4 | -10.8 | 3.2 | COc1ccc(C2NC(c3ccc(OC)cc3OC)C(C)C(=O)C2C)c(OC)c1 (stereo not drawn) | -3.2 | -2.1 | 2.4 | -0.6 | 0.7 | -0.3
42 | -2.2 | 3.4 | -10.6 | -6.5 | O=C(CSc1nnc(-c2cccnc2)o1)c1cc2ccccc2oc1=O | 2.2 | -7.2 | -6.6 | -1.2 | -0.2 | 0.2
43 | -4.9 | -2.7 | 8.4 | -0.4 | O=C(CC1C(=O)NCCN1C(=O)Nc1ccccc1)Nc1ccc2c(c1)OCCO2 (stereo not drawn) | -2.4 | -5.6 | -12.7 | -1.2 | -1.2 | 1.0
44 | -5.5 | 0.2 | -6.0 | 10.9 | COc1ccc2nc(SCC(=O)NC(C)c3ccccc3)[nH]c2c1 (stereo not drawn) | -2.2 | 2.5 | -2.4 | 0.6 | 0.6 | -0.7
45 | -3.6 | 2.2 | -18.7 | -2.0 | Cc1ccc2c(c1)NC(=O)c1cc([N+](=O)[O-])ccc1O2 | 13.5 | -3.5 | -1.2 | -0.4 | 0.3 | -1.4
46 | -8.6 | 1.9 | 8.5 | -0.6 | Cc1cccc([C@@H]2[C@@H]3C(=O)N(Cc4ccccc4)C(=O)[C@@H]3[C@]3(C)C(=O)N(c4ccc(C(F)(F)F)cc4)C(=O)N23)c1 | -14.2 | 11.0 | -6.5 | -0.4 | 0.9 | x
